IMPase Li cell = qHTS Assay for Identifying the Cell-Membrane Permeable IMPase Inhibitors: Potentiation with Lithium | CHO-M1 cells, IP1 TR-FRET (IP-One), carbachol + lithium | Potency, µM (titrated, usually from 59.4 µM), inactives show at the top dose activity, negative = IMPase inhibition, actives largely listed as inhibitors | actives 0.35% (n = 210,000) | AID 1457, 2008;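 note: IP1 builds up when IMPase is blocked and the TR-FRET signal falls; plate controls were basal vehicle for no effect and high inhibitor control for full effect; nearly all actives have a fitted effect of over 50% in size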
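CHO cells stably expressing M1 receptor (2000/well) were cultured 16–30 h, then exposed to compounds with a small lithium addition for 30 min at 37C. IP1 was measured by TR-FRET competition; AC50 from Hill fits.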
GAA inh = qHTS Assay for Inhibitors of Human alpha-Glucosidase as a Potential Chaperone Treatment of Pompe Disease; Lysosomal alpha-glucosidase (Homo sapiens), P10253; purified human GAA, 4-MU-alpha-glucoside fluorescence; Potency, µM (top dose mostly 76.9 µM), for the others: at the top dose activity change, negative = inhibition, usual class: inhibitors; actives 0.005% (n = 200,000); AID 1466, 2008;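 note: plate controls were uninhibited enzyme wells for no effect and no-enzyme background for full effect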
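Human enzyme at 4 nM with 400 uM 4-methylumbelliferyl-alpha-D-pyranoside, citrate/phosphate buffer pH 5.0, 0.005% Tween-20, 20 min at room temperature. Compounds up to 77 uM. 4-MU fluorescence (Ex 365/Em 440) read after NaOH/glycine stop; AC50 from Hill fit.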
GAA glycogen = qHTS Assay for Inhibitors and Activators of Human alpha-Glucosidase Cleavage of Glycogen; Lysosomal alpha-glucosidase (Homo sapiens), P10253; recombinant GAA, glycogen substrate, Amplex Red glucose oxidase fluorescence; Potency, µM (titrated, usually from 76.4 µM), without a hit: at the highest dose activity change, negative = inhibition, usual class: inhibitors; actives 0.38% (n = 300,000);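 note: 0% = full enzyme reaction and -100% = no-enzyme basal signal; the screen sought inhibitors and activators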
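qHTS, 1536-well; enzyme 4 nM final; cpd up to 77 uM; substrate bovine liver glycogen 30 ug; 50 mM citrate/phosphate pH 5.0, 0.01% Tween-20; 37 C, 40 min; Amplex Red detection 45 min RT; Hill fit → AC50.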
GAA spleen mod = qHTS Assay for Inhibitors and Activators of Human alpha-Glucosidase From Spleen Homogenate; human spleen homogenate, 4-MU-alpha-glucoside fluorescence; Potency, µM (doses to about 79.9 µM), without a hit: at the highest dose activity change, negative = inhibition, usual class: inhibitors; actives 0.006% (n = 240,000);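 note: 0% = enzyme with vehicle and -100% = no enzyme basal signal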
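Human spleen homogenate (1 ug) incubated with compounds and 1 mM 4-methylumbelliferyl-alpha-D-glucopyranoside in pH 5.0 citrate/phosphate buffer, 37 C, 40 min. Stopped at pH 10; 4-MU fluorescence (Ex 365/Em 440 nm); AC50 by Hill fit.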
HTT ATP protect = qHTS Multiplex Assay to Identify Dual Action Probes in a Cell Model of Huntington: Cytoprotection (ATP). PC12 HTT-Q103 induced, cytoprotection, ATP luminescence, 40 h. Potency, µM (titrated, usually from 56.4 µM), inactives show cytoprotection (ATP increase), actives largely listed as activators. actives 0.14% (n = 230,000);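 note: % of control where 0% means no effect; nearly all actives have a fitted effect of over 45% in size; toxic huntingtin expression switched on by the ecdysone agonist tebufenozide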
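Readout: ATPlite luminescence (ATP level). Model: stable PC12, inducible Htt exon1 Q103-GFP. Inducer: tebufenozide, 100 nM final. Compounds: dose series. No G418 in medium.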
RGS12 GoLoco inh = qHTS Assay for Inhibitors of RGS12 GoLoco Motif Activity (Red Fluorophore); Guanine nucleotide-binding protein G(i) subunit alpha-1 (Homo sapiens), P63096; Gai1:RGS12 GoLoco peptide FP, rhodamine, 10 min; Potency, µM (top dose mostly 61.6 µM), without a hit: top-dose activity, negative = inhibition, actives largely listed as inhibitors; actives 0.44% (n = 230,000); AID 880, 2007; active = well fitted inhibition curve with a large enough effect, not every such curve was filed as active; inactive = no such curve, though single readings can be large or run the other way; note: % is set by controls: 0 for no effect and ±100 for the full control effect; nearly all actives have a fitted effect of over 30% in size; many of its hits are not listed in these tables
Target sequence (P63096 whole entry, looked up): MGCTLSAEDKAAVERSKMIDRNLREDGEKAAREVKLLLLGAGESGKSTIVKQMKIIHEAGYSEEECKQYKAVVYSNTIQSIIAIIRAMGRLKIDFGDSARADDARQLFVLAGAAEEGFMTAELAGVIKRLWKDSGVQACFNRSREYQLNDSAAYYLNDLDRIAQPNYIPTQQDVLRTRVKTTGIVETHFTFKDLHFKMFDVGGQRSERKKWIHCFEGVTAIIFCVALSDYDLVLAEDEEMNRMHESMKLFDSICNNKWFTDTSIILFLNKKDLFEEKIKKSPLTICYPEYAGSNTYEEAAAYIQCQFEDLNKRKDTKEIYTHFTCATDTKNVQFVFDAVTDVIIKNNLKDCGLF
HttQ103 aggreg = qHTS Multiplex Assay to Identify Dual Action Probes in a Cell Model of Huntington: Aggregate Formation (GFP). PC12 HttQ103-GFP aggregates, Acumen cytometry, 40 h. AID 1688, 2009. actives 1.1% (n = 220,000). Potency, µM (highest dose often 46.1 µM), inactives show at the highest dose activity change, negative = inhibition, actives largely listed as inhibitors; note: % is set by controls: 0 for no effect and ±100 for the full control effect; nearly all actives have a fitted effect of over 60% in size
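Using laser scanning cytometry, GFP-positive aggregates were counted after lysis of PC12 cells induced with 100 nM tebufenozide to express HTT exon 1 Q103–GFP. Compounds were tested in titration.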
An asterisk follows results filed as active; ? = inconclusive; · = no result given; [ ] = dose if it differs, or a comment. Unless noted, calls come from the whole dose curve; as a rule, active = well fitted curve in the direction sought with a large enough effect; inconclusive = small, poorly fitted or top-dose-only effect, or another doubt; inactive = no such curve, though single readings can be large; an effect the other way counts as inactive or inconclusive. Potency is the fitted concentration of half-maximal effect. Not all compounds are listed; rates above refer to the full screens.

The opening two entries, ahead of the listing:
SMILES | GAA inh | GAA spleen mod | HttQ103 aggreg | GAA glycogen | RGS12 GoLoco inh | IMPase Li cell | HTT ATP protect
COC(=O)c1c(NC(=O)CSc2nnnn2-c2ccccc2)sc2c1CCC(C)C2 (stereo not drawn) | -2% | -1% | -33% | -10% | -9% | -2%[38.3 µM] | 15%[10 µM]
C=CCn1c(-c2ccoc2)n[nH]c1=S | 3% | -13% | ? | -22% | 12% | ? | 22%[10 µM]

The list itself (from the top)
SMILES | GAA inh | GAA spleen mod | HttQ103 aggreg | GAA glycogen | RGS12 GoLoco inh | IMPase Li cell | HTT ATP protect
COC(=O)c1c(NC(=O)CSc2nnnn2-c2ccccc2)sc2c1CCC(C)C2 (stereo not drawn) | -2% | -1% | -33% | -10% | -9% | -2%[38.3 µM] | 15%[10 µM]
C=CCn1c(-c2ccoc2)n[nH]c1=S | 3% | -13% | ? | -22% | 12% | ? | 22%[10 µM]
O/N=C(\c1ccc2c(c1)OCCO2)C1CCCCC1 | ? | -15% | -3% | -2% | 8% | 25%[38.3 µM] | 27%
O=C(c1csnn1)N1CCC2(CC1)CCN(c1ccncc1)CC2 | · | -3% | · | · | 17% | 29% | -30%
COc1ccc(C(CNC(=O)CCOc2ccccc2)N(C)C)cc1 (stereo not drawn) | -15% | 1% | -10%[9.22 µM] | 3% | 7% | -7%[38.3 µM] | 24%
O=c1cc(N2CCc3ccccc32)[nH]c(=O)n1-c1ccc(Cl)cc1 | 2% | 8% | 6% | -1% | 1% | 0% | -30%[inhibitor]
COc1ccc(NC(=O)COc2ccc(C(=O)NC3CCCc4ccccc43)cc2OC)cc1 (stereo not drawn) | 9% | 6% | 24% | -2% | -8% | -9% | -2%[10 µM]
CCCCn1c(N)c(N(CCC(C)C)C(=O)COC(=O)c2ccccc2)c(=O)[nH]c1=O | -6% | -10% | -25% | 9% | 6% | 4% | -23%
CCCn1c(N/N=C\C=C\c2ccccc2)nc2c1c(=O)[nH]c(=O)n2C | 2% | -4% | 21% | ? | 7% | 12% | -48%[inhibitor]
Cc1ccc([N+](=O)[O-])cc1NC(=O)c1ccoc1C | 5% | -4% | -23% | -8% | 18% | -2% | 29%[0.074 µM]
CCCCCc1nc(-c2nonc2N)no1 | 7% | 2% | -28% | 1% | 10% | 0%[38.3 µM] | -11%
COC(=O)N/C(C)=C1/NC(=O)c2ccccc2C(c2ccccc2)N1 (stereo not drawn) | -22% | -3% | 0% | 1% | -5% | -3%[38.3 µM] | 5%[10 µM]
O=C1CCCC2=C1C(c1cn(-c3ccccc3)nc1-c1cccs1)c1c([nH]c(=O)[nH]c1=O)N2 (stereo not drawn) | -6% | -1% | 3% | -6% | -1% | -7%[38.3 µM] | -21%[10 µM]
CCOC(=O)C1(CCOc2ccccc2)CCN(CCCn2cccn2)CC1 | · | 9% | -6%[9.22 µM] | -14% | 6% | 1% | 14%[10 µM]
O=C(CCSc1ccc(Cl)cc1)NN=C1CCCCCC1 | -7% | -1% | -4% | -3% | -5% | 10% | 9%
CCCCCCC1CCC(c2nc(-c3ccncc3)no2)CC1 (stereo not drawn) | ? | -3% | 12% | -2% | -2% | -1%[38.3 µM] | 21%
Cc1nc(-c2ccc(S(=O)(=O)Oc3ccc(Cl)cc3Cl)s2)cs1 | · | 1% | 9%[9.22 µM] | 0% | 10% | · | 20%[10 µM]
Cc1c(C(=O)c2no[n+]([O-])c2C(=O)c2cnn(C)c2C)cnn1C | -1% | 6% | ? | 3% | -13% | 25%[38.3 µM] | -153%[inhibitor]
COc1ccc(C2NC(=O)NC(C)=C2C(C)=O)cc1 (stereo not drawn) | -7% | -18% | 15% | 4% | 107%[activator] | 3% | 18%[10 µM]
CCOC(=O)c1c(C)c(-c2ccccc2)n(CC(=O)NCCC(C)C)c1C | 9% | 0% | -13% | 4% | 14% | -2%[38.3 µM] | -7%[10 µM]
Cc1cccc(NCc2ccccc2O)n1 | -13% | -9% | 11% | 4% | 2% | -4%[38.3 µM] | -6%[10 µM]
CN(C)CCn1c(=S)[nH]c2ccc(Cl)cc2c1=O | 4% | -2% | 0% | -11% | 5% | 2% | -54%[inhibitor]
CC(=O)NC(Cc1c[nH]c2ccccc12)C(=O)N/N=C/c1ccccc1 (stereo not drawn) | -5% | -3% | 2% | -2% | -3% | 1% | -13%
COc1cc(/C=N/OCC(=O)Nc2cc(C)on2)ccc1OCc1ccccc1 | 9% | -3% | 13% | 4% | 19% | 12% | ·
CN(C)/C=C(/C(=O)c1ccc(Cl)cc1)n1cncn1 | 0% | 0% | 15% | -1% | 12% | -9% | -11%[10 µM]
CC(=O)NCc1nc2ccccc2n1C(C)C | 1% | -1% | 1% | 3% | -3% | 18%[38.3 µM] | -9%[10 µM]
CCn1c(SCC(=O)c2ccccc2)nnc1-c1cccnc1 | 8% | 5% | · | 8% | 0% | -3% | ·
Cc1ccc(C(=O)NC(C)c2ccc(F)cc2)cc1 (stereo not drawn) | 3% | -5% | -20% | -2% | -1% | -3% | -16%[10 µM]
C=CCNc1nc2c(c(=O)[nH]c(=O)n2C)n1Cc1cccc(C)c1 | 3% | -7% | -32% | 1% | -6% | -3% | -11%[10 µM]
CC(C(=O)O)c1cccc(Oc2ccccc2)c1 (stereo not drawn) | · | -7% | · | · | 1% | 3% | -30%[inhibitor]
CC(OC(=O)c1cc(-c2cccnc2)nc2ccccc12)C(=O)Nc1ccc2ccccc2c1 (stereo not drawn) | -2% | 11% | 4% | -3% | -5% | 9% | 23%[10 µM]
Cc1cccc(N(C)C(=O)c2cc3cc4ccc(C)cc4nc3o2)c1 | 5% | 4% | -25% | 0% | 5% | 10% | 14%[10 µM]
Cc1nnc(NC(=O)CSc2ccc3nnc(-c4ccccn4)n3n2)s1 | -7% | -1% | -1% | -2% | 2% | 3% | 13%
c1ccc(Cn2nnc3c(N4CCN(Cc5ccc6c(c5)OCO6)CC4)ncnc32)cc1 | -9% | -6% | -18% | -1% | 6% | 42%[activator][38.3 µM] | -10%[10 µM]
CN(c1ccc(OCC(=O)N2CCOCC2)cc1)S(=O)(=O)c1ccc(Cl)cc1 | -8% | 2% | -15% | -8% | 6% | -1% | -11%
c1ccc(-c2ccc(CN3CCN(c4ncccn4)CC3)cc2)cc1 | -1% | 1% | 5% | -2% | · | · | -47%[inhibitor]
Cc1cc2cc(CCNC(=O)c3cccc([N+](=O)[O-])c3)c(=O)[nH]c2cc1C | -1% | 0% | -7% | 15% | 2% | 3% | 7%[10 µM]
CCC(C)(C)NC(=O)c1cc([N+](=O)[O-])ccc1N1CCCCC1 | -6% | 7% | -11% | 10% | 8% | 10% | 24%[10 µM]
O=C(NCc1ccncc1)C(=O)Nc1ccc2c(c1)OCO2 | 12% | -1% | · | 9% | -4% | -11% | ·
COc1ccc(/C(C)=N/NC(=O)Cc2c(C)nc(C)[nH]c2=O)cc1 | 3% | -8% | 11% | 6% | 10% | -4% | ·
CS(=O)(=O)N1CCN(C(=O)c2cc(-c3cccnc3)nc3ccc(Br)cc23)CC1 | 2% | 0% | 4% | 0% | 10% | -17% | ?
COc1ccc(C(=O)N=c2sc3ccccc3n2C)cc1 | 4% | 9% | -15% | -11% | 11% | ? | -93%[inhibitor]
O=C(NCc1ccco1)C1CCCN1S(=O)(=O)c1ccccc1C(F)(F)F (stereo not drawn) | · | -3% | -6%[9.22 µM] | -4% | 8% | · | 2%[10 µM]
Cc1ccc(S(=O)(=O)N2CCN(CC(=O)N/N=C\c3cccnc3)CC2)cc1 | -14% | -11% | -11% | -9% | 7% | -7% | 12%[10 µM]
CCOC(=O)C1(CCCc2ccccc2)CCN(C(=O)CCc2cnccn2)CC1 | · | -3% | 0%[9.22 µM] | 2% | 6% | 4% | 5%[10 µM]
CCOC(=O)c1ccccc1-c1csc(N)n1 | 7% | 2% | 8% | -13% | 8% | -2% | ?
CCOC(=O)c1c(CC(C)C)csc1/N=C/C1=C(O)CCCC1=O | · | 7% | 0%[9.22 µM] | -10% | 4% | · | 34%[10 µM]
Cc1ccc(N=Nc2c(N)n(-c3ccccc3)[nH]c2=O)cc1 | -5% | -2% | 12% | 3% | 3% | -12%[38.3 µM] | -46%
CCOC(=O)C1=C(C)NC(=O)NC1c1ccc(N2CCC(c3ccccc3)=N2)cc1 (stereo not drawn) | · | 11% | 7%[9.22 µM] | 8% | 161%[activator] | -17% | 29%[10 µM]
CC(C(=O)c1ccc(-c2ccccc2)cc1)[n+]1cccc(NC(=O)c2ccccc2)c1 (stereo not drawn) | · | -6% | -18%[9.22 µM] | 2% | 8% | · | 14%[10 µM]

(cont.)
SMILES | GAA inh | GAA spleen mod | HttQ103 aggreg | GAA glycogen | RGS12 GoLoco inh | IMPase Li cell | HTT ATP protect
CCCc1cc(=O)[nH]c(N/N=C/C=C\c2ccccc2)n1 | ? | 0% | 27%[9.22 µM] | -11% | 10% | 3% | -32%
O=C(COc1ncnc2ccccc12)NCc1ccco1 | 2% | -12% | -7% | 11% | 11% | -12% | -22%
COc1ccccc1NC(=O)C(=O)Nc1ccccn1 | 8% | -1% | 7% | -1% | 7% | 9%[38.3 µM] | 18%
O=C(CCC1CCCC1)NCCCN1CCOCC1 | -15% | 4% | -11% | 6% | 6% | 15%[38.3 µM] | 0%
Cc1onc(-c2c(F)cccc2Cl)c1C(=O)Nc1nnc(-c2ccccc2)s1 | 1% | -7% | -15% | 0% | 7% | -7%[38.3 µM] | -7%
COc1cc2nc(/C=C/c3ccc(N(C)C)cc3)sc2cc1SC | -12% | -9% | ? | 14% | 55%[activator] | 0% | 17%[10 µM]
Nc1nc(N)nc(-c2ccccc2-c2nc(N)nc(N)n2)n1 | -13% | 9% | -19%[9.22 µM] | -23% | 2% | · | 13%[10 µM]
Cc1ccc(NC(=O)CSc2ccccc2NC(=O)c2ccccc2Cl)cc1Cl | 5% | -2% | -33% | 10% | 4% | 9% | 3%[10 µM]
C/C(=N/NC1=NCCN1)c1cn(C2=NCCN2)nc1C | · | · | · | · | 3%[14.2 µM] | -2% | 1%[10 µM]
CCOC(=O)Cc1nnc(NC(=O)C(CC)Sc2nncn2C)s1 (stereo not drawn) | -3% | -14% | -3% | 2% | -4% | 22%[38.3 µM] | 0%[10 µM]
